# Screening data from PubChem.
# H9c2 TAG inh: inhibitors of triacylglycerol accumulation, primary screen, cell-based, uHTS, fluorescence, H9c2; inhibition, % at 12.5 µM; H9c2 cells, Nile Red lipid (TAG) fluorescence; cells loaded with 200 µM oleic acid; AID 651582, 2012; hit rate 0.66% among 230,000;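 active = pattern-corrected inhibition of lipid staining of at least 50% with the nuclear-stain viability signal not falling by more than 50%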;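 note: 0% = DMSO wells and 100% = triacsin C control wells; some results filed as inactive read as strong as hits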
# H9c2 TAG inh DAPI viability: further read-out of H9c2 TAG inh, marked with its call; DAPI nuclei signal change (viability), lower = more cytotoxic, %;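 whole-well DAPI fluorescence read on a plate reader as a viability signal; minus 50 percent equals half of cells still viable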
# * = called active by the depositor. An excerpt; count on the stated rates, not on these rows.
SMILES	H9c2 TAG inh	H9c2 TAG inh DAPI viability
CC(C)(C)C1CCc2onc(C(=O)O)c2C1 (stereo not given)	-5	-5
C[C@H](O)[C@@H]1C(=O)N2CCc3ccc(-c4ccccc4)cc3[C@@H]2C[C@@H]1N(C)C(=O)NC1CCCCC1	6	3
CCN(CC)C(=S)Nc1c(C)n(C)n(-c2ccccc2)c1=O	-21	13
CCOc1ccc(C(C)=O)cc1Cn1nc(C(=O)O)c2ccccc2c1=O	13	-8
CCOc1ccc(C(=O)NCC(=O)OCC(=O)N2CCCC2)cc1	7	-5
CSc1n[nH]c(-c2ccc(C(F)(F)F)cc2)n1	-2	5
COC(=O)/C(C#N)=C1/SC=C(C)N1c1ccccc1	19	2
OCCN(CCO)CC(O)COCCC12CC3CC(CC(C3)C1)C2 (stereo not given)	9	2

# Whole records from above. Order of values: H9c2 TAG inh | H9c2 TAG inh DAPI viability
# Record of C[C@H](O)[C@@H]1C(=O)N2CCc3ccc(-c4ccccc4)cc3[C@@H]2C[C@@H]1N(C)C(=O)NC1CCCCC1 → 6 | 3
# Record of COC(=O)/C(C#N)=C1/SC=C(C)N1c1ccccc1 → 19 | 2
# Record of CC(C)(C)C1CCc2onc(C(=O)O)c2C1 (stereo not given) → -5 | -5

# (further entries)
SMILES	H9c2 TAG inh	H9c2 TAG inh DAPI viability
NNc1nc2c(-c3ccc(Cl)cc3)nnn2c2ccccc12	-3	5
O=C(COC(=O)c1cccc(Br)c1)NCCc1ccc(F)cc1	-5	-6
CCOC(=O)CSc1cc(CS(=O)(=O)c2ccccc2)nc(-c2ccccc2)n1	-16	2
Cc1ccc(C(NC(=O)C2CCN(Cc3ccc(Cl)c(Cl)c3)CC2)c2ccccn2)cc1 (stereo not given)	-28	9
Cc1ccc(/C=C2/SC(=S)N(CC(=O)Nc3ncc(Cc4ccc(C)cc4)s3)C2=O)cc1	9	14
CN(C(=O)OC(C)(C)C)c1ccc(-c2nc3ccccc3s2)cc1	-8	-5
O=C1NC(=Nc2ccc(Cl)cc2)SC1Cc1cccc(Cl)c1Cl (stereo not given)	-2	-2
CC(=O)N1CCc2cc(C(=O)CN3CCN(c4cccc(Cl)c4)CC3)ccc21	3	3
C/C(=N\Nc1cc(C)nc(-c2ccccc2)n1)c1cccc([N+](=O)[O-])c1	26	-4
O=C(COC(=O)c1ccccc1OCc1ccccc1Cl)NC1CC1	-22	6
COc1ccc(OCc2n[nH]c(=S)n2Cc2ccco2)cc1	7	-14
CN(CC(=O)NCC1CCCO1)S(=O)(=O)c1ccc(Br)cc1 (stereo not given)	-2	-3
O=C1CCCc2cc3c(cc21)CCCC3	-2	-7
Cc1ccc2c(c1)C(c1ccccc1)N(C(=O)C(C)C)CC(=O)N2 (stereo not given)	-10	0
CC(=O)Nc1ccc(NC(=O)C2CC(=O)N(c3ccccc3Cl)C2)cc1 (stereo not given)	7	-14
COCCOC(=O)C1=C(N)Oc2c(oc(CO)cc2=O)C1c1c(F)cccc1Cl (stereo not given)	19	-7
CC(=O)/C(=N\Nc1ccccc1)Oc1ccc([N+](=O)[O-])cc1	-31	5
COC(=O)c1ccc(-c2nc(CN3CCN(C(=O)c4ccco4)CC3)c(C)o2)cc1	13	4
CCn1c(=O)c2c3c(sc2n2c(=S)[nH]nc12)CCC3	4	-4
Cc1cc2ncn(S(=O)(=O)c3ccc(F)cc3)c2cc1C	-8	5
CC(=O)Nc1ccc(SCC(=O)Nc2sccc2C#N)cc1	-4	-3
Nc1ccc2nc(-c3ccccc3)[nH]c2c1	-1	84
O=[N+]([O-])c1cc(-c2ccccc2)cc([N+](=O)[O-])c1O	9	5
COc1ccc(NC(=O)c2cc(C3CCCCN3C(=O)c3ccc(C#N)cc3)on2)c(C)c1 (stereo not given)	-11	9
Cc1ccc(C2=NN(C(=O)CSc3nc4ncc(Cl)cc4[nH]3)C(c3ccco3)C2)cc1 (stereo not given)	4	-1
Cc1ccccc1OC(=O)c1cccc(S(=O)(=O)N2CCN(C)CC2)c1	14	-2
Cc1ccc(-c2nnn(CC(=O)N(Cc3ccc(F)cc3)C(C(=O)NC3CCCC3)c3ccncc3)n2)o1 (stereo not given)	21	-3
CCOc1ccccc1C1NC(=O)c2ccccc2O1 (stereo not given)	-5	1
c1ccc(OCc2nc(-c3ccncc3)no2)cc1	-3	-7
O=C(Nc1ccccn1)c1ccc(S(=O)(=O)N2CCCC2)cc1	8	3
CCC(C)NS(=O)(=O)c1ccc(NC(=O)c2c(-c3ccccc3)noc2C)cc1 (stereo not given)	7	-4
COc1ccc(-c2[nH]ncc2CN2CCCOc3c(cccc3OC)C2)c(OC)c1	-7	7
CCCn1nc2cc(C(=O)NCc3ccccc3)ccc2c1OCC	18	11
O=C(NCCNC(=O)c1ccccc1)c1ccccc1	2	-3
O=C(NCC1CCCO1)c1cccc(S(=O)(=O)Nc2ccc(F)cc2)c1 (stereo not given)	-2	5
Cn1c(=O)c2c(nc(OC3CCCC3)n2C)n(C)c1=O	0	7
N#CC(CC(=O)OCc1ccccc1)NC(=O)OCc1ccccc1 (stereo not given)	-20	7
Cc1nn(CC(=O)NC2CCS(=O)(=O)C2)c(C)c1[N+](=O)[O-] (stereo not given)	15	-11
O=C(NCCC1=CCCCC1)C1CCN(c2nnc(-n3cccc3)s2)CC1	11	-15
COc1cc2sc(C)nc2cc1C	5	0
O=C1CCCc2c1cc(C(=O)O)c(=O)n2-c1ccccc1	-7	-5
CC(C)N(C)CCOC(=O)c1ccc2c(c1)OCCO2	14	-7
Cn1c(CSc2nc3ccccc3s2)nnc1SCC(=O)NCc1ccccn1	10	-6
CC(C)(C)NC(=O)CSc1nc(-c2ccc(F)cc2)cs1	-19	-5
Clc1ccc(-c2cn3cccnc3n2)cc1Cl	-17	0
CN(C)c1nc(N)nc(/C(C#N)=C/C2CC3C=CC2C3)n1 (stereo not given)	-11	-2
CN(C)CCCNC1=CC(=O)OC12CCCCC2	2	-4
COc1cc(CNc2nc(C)c([N+](=O)[O-])c(C)c2C#N)cc(OC)c1	1	6
O=C1C2C3C=CC(C2C(=O)N1c1cccc(O)c1)C1C2C(=O)N(c4cccc(O)c4)C(=O)C2C31 (stereo not given)	-8	5
CCOc1ccc(/C=C2\SC(=S)N(C(C(=O)O)c3ccccc3)C2=O)cc1OC (stereo not given)	-6	6
COC(=O)c1cc(NC(=O)COC(=O)C2COc3ccccc3O2)cc(C(=O)OC)c1 (stereo not given)	0	1
O=c1cc(CO)oc2ccccc12	-6	3
CCn1cc(C(=O)NC2CCCc3c2cnn3-c2cccc(C)c2C)cn1 (stereo not given)	-9	-12
Cc1ccc(C(=O)Nc2ccncc2)c(Cl)c1	-10	7
Cc1ccc(S(=O)(=O)N2CCOCC2)cc1C(=O)OCC(=O)N1CCCCC1	6	5
CC1(C)C2CC=C(/C=N/NC(=O)C(N)=O)C1C2 (stereo not given)	4	-1

# Taken from above:
# CC(C)(C)C1CCc2onc(C(=O)O)c2C1 (stereo not given) – H9c2 TAG inh DAPI viability = -5
# CN(C(=O)OC(C)(C)C)c1ccc(-c2nc3ccccc3s2)cc1 – H9c2 TAG inh DAPI viability = -5
# Cc1ccc(C(=O)Nc2ccncc2)c(Cl)c1 – H9c2 TAG inh DAPI viability = 7
# CCCn1nc2cc(C(=O)NCc3ccccc3)ccc2c1OCC – H9c2 TAG inh DAPI viability = 11
# COc1ccc(-c2[nH]ncc2CN2CCCOc3c(cccc3OC)C2)c(OC)c1 – H9c2 TAG inh = -7
# CCOc1ccc(/C=C2\SC(=S)N(C(C(=O)O)c3ccccc3)C2=O)cc1OC (stereo not given) – H9c2 TAG inh DAPI viability = 6

# More compounds.
# Second line of a record: H9c2 TAG inh	H9c2 TAG inh DAPI viability
> Cc1cccc(-c2nnc(SCC(=O)C(C)(C)C)n2C)c1
 : -2	8
> CN(c1ccc(OCC(=O)N2CCN(c3ccc(F)cc3)CC2)cc1)S(=O)(=O)c1cccs1
 : -20	1
> Cc1cc(NC(=O)COC(=O)c2ccc(C)c(C)c2)no1
 : 2	4
> CCOc1ccc(NS(=O)(=O)c2cc3c(cc2C)N(C)CCO3)cc1
 : -18	6
> O=C(COc1ccc(Br)cc1Cl)NC(=S)Nc1ccccn1
 : 3	-10
> COc1ccc(-c2csc(/C(C#N)=C\c3ccc(OC)c([N+](=O)[O-])c3)n2)cc1
 : 4	36
> CC(C)(C)NC(=O)NC(=O)COC(=O)CNS(=O)(=O)/C=C/c1ccccc1
 : -8	10
> O=C(NCCCc1ccccc1)C(=O)NCC1OCCN1S(=O)(=O)c1ccccc1 (stereo not given)
 : 20	0
> CCc1nc2c(OCc3ccc(C(=O)OC)cc3)cccn2c1N(C)C(=O)c1ccc(C)cc1
 : -1	-14
> O=[N+]([O-])c1ccc(/C([O-])=C(/C(=S)NCc2ccco2)[n+]2ccccc2)cc1
 : -7	0
> O=C(COC(=O)Cc1cccc(F)c1)NC(=O)NC1CCCCC1
 : -13	0
> CCN(CC)CCN(C(=O)c1ccccc1OC)c1nc2ccc(F)cc2s1
 : 13	4
> NCCCCCC(=O)N/N=C/c1coc2ccccc2c1=O
 : 2	4
> COc1cc(S(=O)(=O)N2CCN(Cc3ccc4c(c3)OCO4)CC2)ccc1NC(C)=O
 : -6	-3
> CC(c1ccon1)N(C)C(=O)CCc1nnc(CCCCc2ccccc2)o1 (stereo not given)
 : 7	-8
> N#CCCN1CCN(S(=O)(=O)c2cc(Cl)ccc2Cl)CC1
 : 7	-3
> COC(=O)c1ccc(CN2CCN(Cc3ccc(C(=O)OC)o3)CC2)o1
 : 7	-9
> Cc1ccc(SCC(=O)OCC(=O)NC2(C#N)CCCCC2)cc1
 : -2	4
> O=C(Cc1sc(Nc2ccccc2)nc1-c1ccccc1)NCc1ccccn1
 : -5	11
> CN(C)S(=O)(=O)c1cccc(NC(=O)COC(=O)c2cc(=O)[nH]c(=O)[nH]2)c1
 : 4	-9
> O=C(CSc1nc2ccccc2s1)N/N=C/c1cc([N+](=O)[O-])ccc1O
 : 4	-12
> COC(=O)C(CC(=O)c1cccc(OC)c1)c1ccc(F)cc1 (stereo not given)
 : -14	4
> CCOC(=O)C1(CCOc2ccccc2)CCN(Cc2ccc(CO)o2)CC1
 : -17	8
> Cc1ccc(NC(=O)c2ccc(N3CCCC3=O)cc2)cc1S(=O)(=O)N1CCCCC1
 : 7	4
> COc1cccc(NC(=O)CN(C)C(=O)CNC(=O)c2ccc(C)s2)c1
 : 1	-2
> O=C(NCc1ccccc1)c1cccc(NC(=O)C2CCCC2)c1
 : -1	8
> NC(=O)N/N=C/c1c(O)ccc2oc3c(c12)CCCC3
 : 7	1
> COc1ccccc1/C=N/Nc1nncc2ccccc12
 : -5	-4
> O=C(CCSCCc1ccccn1)Nc1c(F)c(F)c(F)c(F)c1F
 : 4	2
> CCOC(=O)Cn1cnc2c(C#N)c3n(c2c1=O)CCCCC3
 : -4	-6
> COc1ccc(S(=O)(=O)Nc2ccc3c(c2)C(=O)N([C@H](C)CO)C[C@H](C)[C@@H](CN(C)C(=O)Nc2ccc(C(F)(F)F)cc2)OCCCC[C@H](C)O3)cc1
 : -4	7
> Cc1cc(OCC(=O)Nc2ccc(N3CCN(C)CC3)cc2)ccc1Cl
 : -13	7
> CCCOc1ccc(C(C)(O)CN2CCOCC2)cc1 (stereo not given)
 : 11	-12
> CCOC(=O)C1Oc2ccccc2C(c2ccc(OC)cc2)=C1C(=O)OC (stereo not given)
 : -19	-3
> CC1(C)CC(CCNC(=O)c2ccco2)CC(C)(C)N1
 : 25	-19
> O=C(N/N=C/c1cc(Cl)ccc1O)c1ccccc1Br
 : 27	-19
> Cc1cc(NC(=O)C(C)SCC(=O)Nc2nc3c(F)cc(F)cc3s2)no1 (stereo not given)
 : 18	2
> Cc1cc(C(F)(F)F)n2nc(-c3cnn(C)c3C(F)(F)F)cc2n1
 : -13	19
> CCc1cccc(C)c1NC(=O)CN1C(=O)NC(CCc2ccccc2)C1=O (stereo not given)
 : -4	8
> Nc1nc(SCC(=O)N2CCCC2)[nH]c(=O)c1-c1ccccc1
 : -23	15
> N#Cc1c(-c2ccccc2)cc(C2CC2)nc1N
 : -20	2
> Cc1ccc([N+](=O)[O-])cc1NC(=O)C[n+]1ccccc1
 : 19	-1
> O=C(O)C1CC=CCC1C(=O)Nc1ccc2c(c1)OCCO2 (stereo not given)
 : -3	-6
> O=C(CCCOc1ccc(Cl)cc1)N1CCCCCC1
 : -15	10
> NC1=NC(=Nc2ccccc2)c2ccccc21
 : -3	-2
> COc1nc(NCCC2=CCCCC2)nc(OC)n1
 : 3	5
> O=C(NCCOc1ccccc1)C1CCC(=O)N(C2CCCCCC2)C1 (stereo not given)
 : 8	-1
> CC(C)CN=c1cc(-c2ccccc2)oc2ccc(Cl)cc12
 : 0	6
> O=C(Cn1cnc2ccccc2c1=O)N1CCOCC1
 : -7	5
> COc1cccc(Nc2nc(N)nc(CCl)n2)c1
 : 19	-16
> COc1ccc(CCNC(=O)/C=C/c2ccc(OC)c(S(=O)(=O)N3CCOCC3)c2)cc1
 : 5	13
> Cc1sc2nc(CN3CCCCC3)nc(Nc3ccc4c(c3)OCCO4)c2c1C
 : -12	5
> Cc1nc2sc(-c3ccccc3)nn2c(=O)c1Br
 : 2	5
> Cc1cccnc1C1=NOC(Cc2ccccc2)C(=O)N1Cc1ccccc1F (stereo not given)
 : -6	3
> O=C(C[n+]1cc(-c2ccccc2)n2c1CCCCC2)c1ccc(Br)cc1
 : 4	-13
> Cn1ccnc1SCC(=O)Nc1sccc1C#N
 : 12	-10
> C#CCOCCOCCOCCNc1nc(N2CCN(C(=O)[C@H]([C@@H](C)O)n3cc(CCCCN)nn3)CC2)nc(N2CCN(C(=O)[C@H](CCCCN)n3cc(CCC(=O)O)nn3)CC2)n1
 : 5	3
> CCCCOc1ccccc1C(=O)NCCCCCC(=O)O
 : 2	-1
> O=C(Nc1ccc(Cl)cc1)OCc1ccccn1
 : -4	0
> Cc1cc(C(F)(F)F)nn1CC(=O)Nc1ccc2c(c1)OCO2
 : -13	0
> CC(NC(=O)Cn1c(=O)oc2cc(S(=O)(=O)N3CCCC3)ccc21)c1ccccc1 (stereo not given)
 : -13	8
